MLL CXXC-DNA inh = MLL CXXC-DNA interaction inhibition; actives 0.037% (n = 290,000); AID 2662; MLL-CXXC / FITC-HOXA9 DNA fluorescence polarization; Potency, µM (titrated, usually from 115 µM), for the others: top-dose activity change, negative = inhibition, actives largely listed as inhibitors; Q03164; active means well fitted inhibition curve with a large enough effect in the polarisation, with a control signal flat, not every such curve was filed as active; inconclusive means small, poorly fitted or top-dose-only effect, or effect the other way, or a change in a side signal; inactive means no such curve, though single readings can be large or run the other way; the % refers to the polarisation; further: potency means the concentration at half of the fitted maximal effect
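Purified MLL-CXXC (added from a 7 uM solution) was preincubated 5 min at ambient with pinned compounds in 50 mM Tris-HCl pH 7.5, 50 mM NaCl, 1 mM DTT, 0.05% BSA. Fluorescein-labeled HOX-A9 DNA (50 nM solution) followed, 30 min, then polarization read.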
TRPV1 ag = agonists of human vanilloid receptor 1 (TRPV1); activation, % at 8.33 µM; TRPV1-expressing cells, Fluo-8 calcium influx, agonist mode; actives 0.19% (n = 320,000); Q8NER1; in the data active means activation above about 80%; inconclusive means between about 30% and that limit; further: 0% is about no effect
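Fluo-8 calcium influx in TRPV1-expressing cells, kinetic read (ex 480/em 520 nm). Compound added and read 3 min for agonist activity, followed by capsaicin at EC20 final and 2 min further read for enhancement.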
PTAP TSG101 blk = blocks PTAP/TSG101 interaction to inhibit HIV-1 budding. Q99816. Fluorescence polarization, FITC-PTAP peptide / Tsg101 binding. Potency, µM (doses to about 115 µM), for inactives: at the highest dose activity change, negative = inhibition, hits mostly inhibitors. 340,000 tested, under 10 active; active means well fitted inhibition curve with a large enough effect in the main read-out, with a control signal flat, not every such curve was filed as active; inconclusive means small, poorly fitted or top-dose-only effect, or effect the other way, or a change in a side signal; inactive means no such curve, though single readings can be large or run the other way; further: potency means the concentration at half of the fitted maximal effect; % of control where 0% means no effect
Target sequence (Q99816 whole entry, looked up): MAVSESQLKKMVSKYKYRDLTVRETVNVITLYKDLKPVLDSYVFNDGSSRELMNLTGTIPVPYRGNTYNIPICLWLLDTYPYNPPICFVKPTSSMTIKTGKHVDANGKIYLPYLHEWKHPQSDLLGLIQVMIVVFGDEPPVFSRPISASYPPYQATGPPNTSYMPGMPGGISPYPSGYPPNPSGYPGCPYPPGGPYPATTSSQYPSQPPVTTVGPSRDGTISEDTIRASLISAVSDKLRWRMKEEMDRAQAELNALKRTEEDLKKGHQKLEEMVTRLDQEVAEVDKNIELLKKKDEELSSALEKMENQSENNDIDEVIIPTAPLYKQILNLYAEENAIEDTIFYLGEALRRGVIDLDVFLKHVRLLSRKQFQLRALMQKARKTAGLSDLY
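Fluorescence polarization binding of Tsg101 binding domain (10 uM final) to FITC-labeled PTAP peptide (50 nM final) in HEPES pH 7.5 buffer with NaCl, Tween 20, EDTA, TCEP. Compounds added before peptide; binding 20 min at RT.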
ELG1 repair inh = blocks ELG1-dependent DNA repair in HEK293T cells; HEK293T ELG1-luciferase reporter, luminescence, 16 h; DNA damage induced by 5-fluorouridine; Potency, µM (highest dose often 46.1 µM), without a hit: at the highest dose activity change, negative = inhibition, hits mostly inhibitors; actives 2.3% (n = 330,000); further: potency means the concentration at half of the fitted maximal effect; on the % scale 0 is the no-effect control and ±100 the full control effect; nearly all actives have a fitted effect of over 55% in size
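Luminescence from the luciferase reporter, measured 30 min after ONE-Glo reagent at room temperature, was the read-out. Beforehand, 2,000 cells per well were exposed for 16 hr at 37 °C to 5-fluorouridine together with compound or vehicle.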
BRCA1 expr up = increases BRCA1 expression | actives 1.1% (n = 380,000) | AID 624202 | Potency, µM (series often up to 46.1 µM), for inactives: at the highest dose activation, usual class: activators | MCF7-BRCA1-FFLuc reporter, luminescence, 48 h; response scale: scaled: vehicle 0%, 10 µM genistein 100%; further: potency means the concentration at half of the fitted maximal effect; nearly all actives have a fitted effect of over 80% in size; some results filed as inactive show a strong effect at the top dose
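MCF7-BRCA1-FFLuc cells, 2000/well in phenol-red-free MEM, attached 2 h then treated 48 h at 37 C. Luciferase luminescence read 15 min after reagent; normalized to genistein maximum activation (10microM) and DMSO, concentration-response fitted.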
TCR activator = T cell receptor activation. primary human leukocytes, anti-CD3, IL-2 HTRF, 48 h. Potency, µM (series often up to 9.22 µM), for inactives: at the top dose activation of IL-2 secretion, usual class: activators. 330,000 tested, under 10 active. AID 504894; further: % of control where 0% means no effect
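Activity was scored as IL-2 release from primary human leukocytes given only a TCR signal (a-CD3 beads) plus compound for 48 hr. Detection used a two-antibody HTRF format read at 665nm.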
p53 reactivation = mutant p53 re-activation in reporter cells. H1299 p53-A138V BP100-luciferase reporter, luminescence, 24 h. Potency, µM (series often up to 92.2 µM), for inactives: top-dose activity change, positive = activation, actives largely listed as activators. actives 0.063% (n = 320,000). AID 504706; further: potency means the concentration at half of the fitted maximal effect; % of control where 0% means no effect; nearly all actives have a fitted effect of over 45% in size
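H1299 (p53-null), stable ts p53-A138V + BP100-Luc; 1000 cells/well, Opti-MEM/10% FBS; cpd 4 pt, 1:5; 24 h, 37 deg C, 5% CO2; detection reagent 10 min RT; luminescence.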
A-T KAP1 phos = potential ataxia-telangiectasia treatments restoring KAP-1 phosphorylation | […] A-T fibroblasts, KAP-1 phosphorylation AlphaLISA; neocarzinostatin DNA damage 30 min before lysis | Potency, µM (series often up to 57.5 µM), for the others: at the top dose activation, hits mostly activators | actives 0.19% (n = 320,000) | AID 485349; further: potency means the concentration at half of the fitted maximal effect; % of control where 0% means no effect; nearly all actives have a fitted effect of over 45% in size
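hTERT-immortalized A-T patient fibroblasts ([…]), 500 cells/well in OPTI-MEM, 1% FBS, got compounds for 60 min, then NCS for 30 min at 37C. Lysates were then assayed for phospho-KAP-1 by AlphaLISA (anti-pKAP1 donor, anti-KAP1 acceptor beads), 6 hr at 25C.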
a7 integrin act = activates integrin-mediated alleviation for muscular dystrophy; alpha7betagal myoblasts, beta-gal FDG fluorescence, 48 h; Potency, µM (series often up to 38.3 µM), for the others: top-dose activation, hits mostly activators; actives 0.064% (n = 350,000);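 further: potency means the concentration at half of the fitted maximal effect; 100% = response of the positive control SU9516; nearly all actives have a fitted effect of over 60% in size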
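alpha7betagal+/- myoblasts (passage 13, 250/well) treated 48 h at 37C with compounds at 1:260 dilution of DMSO stock. Lysed, then beta-galactosidase activity read as FDG fluorescence (ex 480/em 540) after 30 min, with pre-read for autofluorescence.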
B2AR arrestin = agonists driving beta-arrestin recruitment to human beta2-adrenergic receptor; Potency, µM (titrated, usually from 46.1 µM), for inactives: top-dose activation, hits mostly activators; P07550; actives 0.02% (n = 330,000); beta-arrestin recruitment to beta2AR, cell-based reporter; AID 492947;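 further: potency means the concentration at half of the fitted maximal effect; 0% = DMSO controls and full agonism = EC100 isoproterenol or metaproterenol; nearly all actives have a fitted effect of over 65% in size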
Target sequence (P07550 whole entry, looked up): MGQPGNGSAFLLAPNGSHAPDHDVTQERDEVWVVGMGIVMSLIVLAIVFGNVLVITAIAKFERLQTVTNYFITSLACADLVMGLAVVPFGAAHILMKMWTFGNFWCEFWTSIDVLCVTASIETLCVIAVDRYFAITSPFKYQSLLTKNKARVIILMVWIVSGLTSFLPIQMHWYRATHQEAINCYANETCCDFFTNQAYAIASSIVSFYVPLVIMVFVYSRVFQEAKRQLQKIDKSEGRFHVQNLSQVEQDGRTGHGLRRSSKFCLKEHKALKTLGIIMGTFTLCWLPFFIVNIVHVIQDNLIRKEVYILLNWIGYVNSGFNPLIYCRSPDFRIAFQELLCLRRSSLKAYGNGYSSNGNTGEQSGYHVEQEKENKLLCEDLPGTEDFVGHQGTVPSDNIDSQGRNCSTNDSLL
Active calls of the source: *; ? = inconclusive; · = no result given; [ ] = dose if it differs, or a comment. Unless noted, the call rests on the fitted dose curve; in most records, active means well fitted curve in the direction sought with a large enough effect; inconclusive means small, poorly fitted or top-dose-only effect, or another doubt; inactive means no such curve, though single readings can be large; an effect the other way counts as inactive or inconclusive. An unsorted share of the library, and some 3.8% of all compounds hit somewhere here.

SMILES	MLL CXXC-DNA inh	TRPV1 ag	PTAP TSG101 blk	ELG1 repair inh	BRCA1 expr up	TCR activator	p53 reactivation	A-T KAP1 phos	a7 integrin act	B2AR arrestin
O=C(c1cccs1)N1CCC(Cc2ccccc2)CC1	0%	28	0%	-7%	43%	-6%[46.1 µM]	9%	2%	17%	0.2%
CN1CCN(c2ccc(S(=O)(=O)N3CCCCC3)cc2NC(=O)COc2ccc(F)cc2)CC1	·	14	-2%	-21%	-31%	-5%	9%	4%	-19%	0.1%
COc1ccc(C)cc1NC(=O)C(=O)N/N=C(\C)CC(=O)Nc1cccnc1	5%	-1	0%	11%	-3%	-6%[46.1 µM]	-1%	-4%	2%	-0.5%
Cn1c(O)c(N=NC(=S)Nc2ccccc2F)c2cc(S(=O)(=O)N3CCOCC3)ccc21	5%	2	-3%	1.8µM*	-33%	0%	1%	5%	-55%[inhibitor]	5.0%
Cc1ccc(S(=O)(=O)NCc2nc3nc(C)cc(C)n3n2)c(C)c1	·	3	0%	15%	0%	0%	·	1%	-6%	0.2%
COc1ccc(-c2nn(C)c(=O)c3ccccc23)cc1CNC(=O)C1CCCCC1	-1%	4	0%	21µM*	-54%	1%	-6%	48%	0%	0.0%
O=C(c1csc2ccccc12)N1CCN(c2ccccn2)CC1	-3%	?	-1%	-16%	10%	6%	-14%	1%	17%	-0.5%
CCCCn1c(SCC(=O)NCC2CCCO2)nc2ccc(N3CCOCC3)cc2c1=O (centres undefined)	-4%	9	-8%	?	-31%	11%	3%	-4%	-23%	-0.4%
CCC(=O)N(CCC(Cc1ccccc1)c1ccc2c(c1)OCO2)Cc1ccccc1F (centres undefined)	-3%	?	1%	?	-88%	5%	9%	8%	?	-1.5%
CSc1cccc(NC(=O)Nc2nc3c(C)cccc3s2)c1	9%	3	-1%	0%	-16%	6%	6%	?	-19%	-0.8%
COc1ccc(-n2nc(C(C)=O)c(=O)[nH]c2=O)cc1	-7%	-5	0%	?	7%	-4%	2%	9%	-14%	0.4%
O=C(NCCO)c1ccc2[nH]c3ccccc3c2c1	8%	-2	-6%	?	53%	-2%	-2%	-10%	?	0.5%
CC(C)C[C@@]12C(=O)N(c3cccc(Cl)c3)C(=O)N1[C@H](c1ccc(F)cc1)[C@@H]1C(=O)N(C3CCCCC3)C(=O)[C@@H]12	·	0	1%	?	-39%	6%	-2%	6%	-2%	-0.2%
CSCCC1NC(=O)N(CC(=O)N2CCc3ccccc3C2)C1=O (centres undefined)	·	1	-2%	9%	12%	-4%	2%	5%	-29%	-0.2%
COc1cc(CNCCc2ccc(S(N)(=O)=O)cc2)ccc1OCC(=O)NC(C)(C)C	-1%	3	-4%	-5%	-9%	-3%[46.1 µM]	8%	-2%	-16%	-0.5%
CCCCc1nc(NCCN)c(C#N)c2c1CSC(C)(C)C2	1%	19	-1%	11%	-39%	-13%	3%	-8%	-57%[inhibitor]	0.1%
Cc1ccc(C=Nc2ccccc2C#N)s1	-1%	3	-3%	?	2%	3%[46.1 µM]	24%	-3%	7%	-0.4%
CN1Cc2c(N3CCOCC3)nc(SCCC#N)c(C#N)c2CC1(C)C	-13%	-4	-14%	2%	-20%	-2%	1%	-15%	-8%	-0.8%
C=CCSc1n[nH]c(-c2ccccc2)n1	1%	0	0%	?	?	3%	13%	-1%	14%	-0.6%
O=[N+]([O-])c1ccccc1NCc1c(O)ccc2ccccc12	?	8	-3%	-7%	-27%	-22%	2%	-30%	-15%	-1.1%
Cc1c(Cl)cccc1Nc1nc(N)nc(CSCCO)n1	-3%	2	-1%	6%	19%	-4%[46.1 µM]	0%	3%	3%	-0.4%
CC12CCC(=O)N1C(C(=O)Nc1cc(S(=O)(=O)N3CCCCCC3)ccc1OCC(F)(F)F)CS2 (centres undefined)	-8%	25	-4%	?	-10%	-2%	·	6%	2%	0.0%
CCOC(=O)C1CCN(c2nc(-c3ccccc3)nc3c2oc2ccccc23)CC1	-1%	3	1%	-20%	-41%	0%	3%	2%	-13%	-1.7%
COc1ccc(C2=CC3=C(Br)C(=O)C(C)(OC(=O)c4ccc(Cl)nc4)C(=O)C3=CO2)cc1 (centres undefined)	0%	0	-10%	8%	46%	1%	4%	-26%	-4%	-0.8%
CC(C)(C)NCC(O)COc1ccccc1C1CCCC1 (centres undefined)	·	4	-8%	9%	-60%	3%	-4%	-7%	·	-0.1%
COc1ccc(N(CC(=O)NN=C2CCCCCCC2)S(=O)(=O)c2ccccc2)cc1Cl	2%	-5	-2%	-1%	-28%	5%	-1%	7%	9%	-0.3%
COc1ccc(N2C3=C(C(=O)CC(C)(C)C3)C(c3cnn(C)c3)C3=C2CC(C)(C)CC3=O)cc1	-7%	-2	-2%	-19%	-15%	3%	0%	11%	-35%	-1.1%
CCOc1ccc(CC(=O)OCN2C(=O)c3ccccc3C2=O)cc1	1%	2	-1%	?	-1%	5%	9%	-2%	7%	0.1%
Cn1c(SCC(=O)c2ccc(F)cc2)nnc1-c1ccccc1N	-10%	-2	-6%	?	64%	-1%	?	-9%	4%	0.0%
CC(C)(NO)/C(=N\O)c1ccccc1	-5%	1	-5%	6%	-14%	1%	-4%	·	6%	-0.2%
COc1ccc(S(=O)(=O)N2CCOCC2)cc1NC(=O)CN1CCCC1	-6%	-1	-2%	-2%	5%	0%	1%	-3%	21%	0.1%
Cc1c(NC(NC(=O)CC(C)C)C(Cl)(Cl)Cl)c(=O)n(-c2ccccc2)n1C (centres undefined)	11%	3	-1%	-7%	-9%	5%	2%	-4%	-23%	0.3%
CC(C)(C)NC(=O)C(c1cccs1)N(C(=O)c1csnn1)c1ccccc1F (centres undefined)	2%	-3	-4%	5%	0%	1%	-2%	0%	11%	-0.3%
COc1cc2nc(C3CC3)n(NC(=O)c3ccc(Cl)cc3)c(=O)c2cc1OC	-7%	-2	-3%	?	-91%	0%	8%	-6%	10%	-0.3%
CCOC(=O)C1CCCN(C(=O)c2cc(S(=O)(=O)N3CCCCC3)ccc2C)C1 (centres undefined)	-18%	-8	-3%	0%	-19%	5%	-5%	-8%	-6%	5.2%
Cc1nnc(Oc2ccc([N+](=O)[O-])cc2)c2ccccc12	3%	-7	0%	18%	60%	2%	-10%	-2%	-2%	0.1%
COc1cccc(N(C(=O)Cn2nnc(-c3ccc(C)o3)n2)C(C(=O)NC2CCCC2)c2ccncc2)c1 (centres undefined)	9%	3	-1%	?	0%	-3%	1%	4%	-17%	-0.2%
COc1ccccc1C(=O)NNC(=S)Nc1ccccc1	-11%	3	-4%	-12%	1%	-22%	-3%	1%	14%	-0.1%
COc1ccc(/C(N)=N/OC(=O)CCc2ccccc2)cc1	14%	5	0%	?	20%	-1%	?	7%[11.5 µM]	0%	0.4%
CC(C)(C)c1cc(Br)c(O)c(N=Nc2ccc(S(=O)(=O)N3CCOCC3)cc2)c1	10%	4	-1%	?	-37%	3%	9%	9%	-24%	-0.1%

Random excerpt: 2 compounds from above
SMILES	MLL CXXC-DNA inh	TRPV1 ag	PTAP TSG101 blk	ELG1 repair inh	BRCA1 expr up	TCR activator	p53 reactivation	A-T KAP1 phos	a7 integrin act	B2AR arrestin
Cc1ccc(C=Nc2ccccc2C#N)s1	-1%	3	-3%	?	2%	3%[46.1 µM]	24%	-3%	7%	-0.4%
COc1ccc(N(CC(=O)NN=C2CCCCCCC2)S(=O)(=O)c2ccccc2)cc1Cl	2%	-5	-2%	-1%	-28%	5%	-1%	7%	9%	-0.3%

(more compounds)
SMILES	MLL CXXC-DNA inh	TRPV1 ag	PTAP TSG101 blk	ELG1 repair inh	BRCA1 expr up	TCR activator	p53 reactivation	A-T KAP1 phos	a7 integrin act	B2AR arrestin
S=C(NCc1ccco1)Nc1ccc(Cl)cc1Cl	1%	?	1%	?	7.9µM*	0%[46.1 µM]	?	-1%	22%	-0.2%
Cc1nn(-c2ccccn2)c2c1-c1nc(N)ncc1CC2	-1%	1	-9%	?	75%	-3%	?	·	-3%	0.4%
C=CCn1c(=O)c(C(C)=O)cn(N(C)c2ncc(C(F)(F)F)cc2Cl)c1=O	5%	7	-6%	0%	8%	6%	-4%	2%	-3%	0.2%
COc1cccc(CC(NC(C)=O)C(=O)NC2CCN(c3ncccc3[N+](=O)[O-])CC2)c1 (centres undefined)	4%	1	·	5%	·	·	-2%	2%	·	-0.1%
COc1cccc2cc(C(=O)N3CCCc4ccccc43)oc12	-13%	2	-6%	0%	26%	1%	-1%	2%	16%	0.4%
Cc1c(C)c2ccc(OCC(=O)Nc3ccc(CN4CCOCC4)cc3)cc2oc1=O	1%	2	-3%	-3%	11%	-5%	2%	11%	-25%	-1.1%
Cc1ccc(OCCC(=O)Nc2ccc3c(c2)OCO3)cc1	·	28	-2%	?	4%	8%	1%	-1%	-1%	0.0%
COc1ccccc1CNC(=O)CCN1C(=O)COc2ccccc21	-1%	4	-1%	-6%	-2%	-1%	1%	-4%	26%	-0.5%
